tuberculosis growth – growth inhibition of non-replicating M. tuberculosis (AID 488890) | Mycobacterium tuberculosis non-replicating, growth inhibition; higher % means a stronger effect | inhibition, % at 25 µM, or IC50 in µM where a hit was titrated | 320,000 tested, 0.39% active; in the data active means a potency from the dose series; inconclusive means inhibition mostly from about 82% at the one dose, without a potency; inactive means the rest, 99 in 100 with inhibition below about 76%;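 further: plate controls were DMSO cells for no effect and high antibiotic wells for full effect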
H37Rv inhibition – M. tuberculosis growth inhibition, HTS (AID 449762); M. tuberculosis H37Rv growth inhibition, 7H9 media; higher % means a stronger effect; inhibition, % at 25 µM; hits with a dose series show IC50 in µM; 330,000 tested, 0.59% active; in the data active means a potency from the dose series; inconclusive means inhibition above about 70% without an active follow-up result;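 further: bacterial growth assessed after seven days of incubation; strong numbers were not always called active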
PhoP GFP inhibition – Inhibition of PhoP regulon, Salmonella typhi GFP reporter cells, confirmation, 4 h (AID 1850); Salmonella Typhi PhoP-promoter GFP reporter, fluorescence, 4 h; higher % means a stronger effect; inhibition, % at 50 µM; hits with a dose series show IC50 in µM; 310,000 tested, 0.33% active; in the data active means a potency from the dose series; inconclusive means inhibition mostly from about 25% at the one dose, without a potency; inactive means the rest, 99 in 100 with inhibition below about 19%;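 further: 0% = induced wells with vehicle and 100% = uninduced wells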
influenza NS1A – NS1A inhibition, H1N1 influenza, cell based functional assay (AID 504329); NS1A functional cell-based assay, percent inhibition; higher % means a stronger effect; 340,000 tested, 0.3% active; inhibition, % at 12.5 µM; hits with a dose series show IC50 in µM; in the data active means a potency from the dose series; inconclusive means inhibition above about 27% without an active follow-up result; further: strong numbers were not always called active
VEEV TC-83 Vero – inhibitors of VEEV TC-83 cytopathic effect, confirmation, Vero cells (AID 588727). Vero cells, VEEV TC-83 cytopathic effect inhibition; higher % means a stronger effect. inhibition, % at 20 µM, or IC50 in µM where a hit was titrated. 350,000 tested, 0.13% active; in the data active means a potency from the dose series; inconclusive means inhibition mostly from about 14% at the one dose, without a potency; inactive means the rest, 99 in 100 with inhibition below about 12%; further: strong numbers were not always called active
An asterisk follows results filed as active.

The opening five records (preview)
Results for CCCn1nnnc1SCC(=O)N1CCCCC1 ?
tuberculosis growth: 2%; H37Rv inhibition: 3%; PhoP GFP inhibition: 5%; influenza NS1A: -4%; VEEV TC-83 Vero: 0.9%

Results for COc1ccc(C2=CSC3=NNC4(CCCCC4)NN23)cc1 ?
tuberculosis growth: 35%; H37Rv inhibition: 6%; PhoP GFP inhibition: -19%; influenza NS1A: 9%; VEEV TC-83 Vero: 1.6%

How did COc1cccc(OCCNC(=O)c2ccc(C)cc2)c1 do in these assays?
H37Rv inhibition: 8%; PhoP GFP inhibition: -5%; influenza NS1A: 17%; VEEV TC-83 Vero: inactive

What do the screens show for `COCCn1c(SCC(=O)Nc2cc(C)on2)nnc1-c1c[nH]c2ccccc12`?
tuberculosis growth: 5%; H37Rv inhibition: 1%; PhoP GFP inhibition: 0%; influenza NS1A: 5%; VEEV TC-83 Vero: inactive

Results for COc1ccccc1N(C)S(=O)(=O)c1ccc(C(=O)Nc2nc(C)cs2)cc1 ?
tuberculosis growth: 26%; H37Rv inhibition: 9%; PhoP GFP inhibition: -17%; influenza NS1A: 1%; VEEV TC-83 Vero: inconclusive

All compounds of this part, from the start:
Results for CCCn1nnnc1SCC(=O)N1CCCCC1 ?
tuberculosis growth: 2%; H37Rv inhibition: 3%; PhoP GFP inhibition: 5%; influenza NS1A: -4%; VEEV TC-83 Vero: 0.9%

Results for COc1ccc(C2=CSC3=NNC4(CCCCC4)NN23)cc1 ?
tuberculosis growth: 35%; H37Rv inhibition: 6%; PhoP GFP inhibition: -19%; influenza NS1A: 9%; VEEV TC-83 Vero: 1.6%

How did COc1cccc(OCCNC(=O)c2ccc(C)cc2)c1 do in these assays?
H37Rv inhibition: 8%; PhoP GFP inhibition: -5%; influenza NS1A: 17%; VEEV TC-83 Vero: inactive

What do the screens show for `COCCn1c(SCC(=O)Nc2cc(C)on2)nnc1-c1c[nH]c2ccccc12`?
tuberculosis growth: 5%; H37Rv inhibition: 1%; PhoP GFP inhibition: 0%; influenza NS1A: 5%; VEEV TC-83 Vero: inactive

Results for COc1ccccc1N(C)S(=O)(=O)c1ccc(C(=O)Nc2nc(C)cs2)cc1 ?
tuberculosis growth: 26%; H37Rv inhibition: 9%; PhoP GFP inhibition: -17%; influenza NS1A: 1%; VEEV TC-83 Vero: inconclusive

How did O=C(CSc1nc(-c2ccccc2)cc(=O)[nH]1)Nc1ccccc1F do in these assays?
tuberculosis growth: -4%; H37Rv inhibition: 7%; PhoP GFP inhibition: -6%; influenza NS1A: -9%; VEEV TC-83 Vero: 1.6%

How did CC(=O)Oc1ccc(OC(C)=O)c2c1C1C=CC2CC1 do in these assays?
influenza NS1A: 5%; VEEV TC-83 Vero: inactive

How did COC(=O)Cn1cnc2sc(C)c(S(=O)(=O)N3CCC(C)CC3)c2c1=O do in these assays?
tuberculosis growth: -11%; H37Rv inhibition: -9%; PhoP GFP inhibition: 4%; influenza NS1A: 12%; VEEV TC-83 Vero: 0.4%

What do the screens show for `O=C1CC(=O)C(n2cncn2)C(c2ccc(Cl)cc2)C1` (configuration not stated)?
tuberculosis growth: 3%; H37Rv inhibition: 2%; PhoP GFP inhibition: -1%; influenza NS1A: -14%; VEEV TC-83 Vero: 0.1%

Results for COc1ccc(NC(=O)C(=O)Nc2cccc3ccccc23)c(OC)c1 ?
tuberculosis growth: -9%; H37Rv inhibition: 2%; PhoP GFP inhibition: -4%; influenza NS1A: 23%; VEEV TC-83 Vero: inactive

How did COCCNC(=O)C(=O)NCC(c1ccc2c(c1)OCO2)N1CCN(c2ccc(F)cc2)CC1 (configuration not stated) do in these assays?
tuberculosis growth: 7%; H37Rv inhibition: 11%; PhoP GFP inhibition: -5%; influenza NS1A: 0%; VEEV TC-83 Vero: inactive

How did Cc1ccc(OCC(=O)N(C)CC(=O)Nc2ccccc2Cl)c([N+](=O)[O-])n1 do in these assays?
tuberculosis growth: 0%; H37Rv inhibition: 4%; influenza NS1A: 8%; VEEV TC-83 Vero: 1.6%

What do the screens show for `CC(NS(C)(=O)=O)C(c1cccs1)N1CCN(c2ccccc2F)CC1` (configuration not stated)?
tuberculosis growth: 7%; H37Rv inhibition: 5%; PhoP GFP inhibition: 0%; influenza NS1A: -9%; VEEV TC-83 Vero: 0.6%

What do the screens show for `O=C(NCCCN1CCCC1=O)C1CCN(S(=O)(=O)c2cccc(Cl)c2Cl)CC1`?
tuberculosis growth: -10%; H37Rv inhibition: -3%; influenza NS1A: -6%; VEEV TC-83 Vero: inactive

What do the screens show for `Cc1nn(C(=O)N2CCOCC2)c(C)c1CN1C(=O)c2ccccc2C1=O`?
tuberculosis growth: 4%; H37Rv inhibition: -7%; PhoP GFP inhibition: 11%; influenza NS1A: -3%; VEEV TC-83 Vero: 0.1%

What do the screens show for `Cc1ccc(C(=S)N2CCN(Cc3ccccc3)CC2)s1`?
tuberculosis growth: 15%; H37Rv inhibition: -9%; PhoP GFP inhibition: -8%; influenza NS1A: 1%; VEEV TC-83 Vero: 0.7%

Results for Cc1ccc(S(=O)c2ccc(C)cc2)cc1 ?
tuberculosis growth: 5%; H37Rv inhibition: -2%; PhoP GFP inhibition: 10%; influenza NS1A: 1%; VEEV TC-83 Vero: inactive

What do the screens show for `CCN(CC)CCOC(=O)C(Cc1cccc2ccccc12)CC1CCCO1` (configuration not stated)?
tuberculosis growth: 6%; H37Rv inhibition: 0%; PhoP GFP inhibition: -5%; influenza NS1A: 0%; VEEV TC-83 Vero: inactive

How did Cc1ccc2c(CN(C)Cc3cccc(F)c3)cc(=O)oc2c1 do in these assays?
tuberculosis growth: 9%; H37Rv inhibition: 4%; PhoP GFP inhibition: -8%; influenza NS1A: -9%; VEEV TC-83 Vero: 0.7%

How did OC1COC(c2ccccc2)OC1C1OC(c2ccccc2)OCC1O (configuration not stated) do in these assays?
influenza NS1A: 5%; VEEV TC-83 Vero: inactive

Results for COc1ccccc1C(=O)N1CC(=O)Nc2ccc(C)cc2C1c1ccc(F)cc1 (configuration not stated) ?
tuberculosis growth: 14%; H37Rv inhibition: 5%; PhoP GFP inhibition: -7%; influenza NS1A: -11%; VEEV TC-83 Vero: 0.1%

What do the screens show for `CC1=C(C(=O)NCc2ccccn2)C2(CCC(C)CC2)OC1=O` (configuration not stated)?
tuberculosis growth: 0%; H37Rv inhibition: -7%; PhoP GFP inhibition: -5%; influenza NS1A: 2%; VEEV TC-83 Vero: 1.8%

How did CC(C)=CC(=O)OCC(=O)Nc1ccc(Cl)cn1 do in these assays?
tuberculosis growth: 31%; H37Rv inhibition: -4%; PhoP GFP inhibition: -5%; influenza NS1A: 5%; VEEV TC-83 Vero: 0.9%

How did COCCSc1nnc(NC(=O)C2CCN(C(=O)c3ccco3)CC2)s1 do in these assays?
tuberculosis growth: -2%; H37Rv inhibition: 1%; PhoP GFP inhibition: 3%; influenza NS1A: -8%; VEEV TC-83 Vero: 1.2%

How did CC(=O)Cn1ncc(Br)c(Br)c1=O do in these assays?
influenza NS1A: -1%; VEEV TC-83 Vero: 12%

How did N=C1S/C(=C\c2ccco2)C(=O)N1c1ccc2c(c1)OCO2 do in these assays?
H37Rv inhibition: 46%; PhoP GFP inhibition: 7%; influenza NS1A: 8%; VEEV TC-83 Vero: 0.2%

What do the screens show for `COc1ccc(S(=O)(=O)N2CCCCCC2)cc1NC(=O)c1ccccc1`?
tuberculosis growth: -9%; H37Rv inhibition: 6%; PhoP GFP inhibition: -6%; influenza NS1A: -8%; VEEV TC-83 Vero: 0.3%

What do the screens show for `Oc1c(C=C2N=c3ccccc3=N2)sc(=S)n1-c1ccccc1`?
tuberculosis growth: 11%; H37Rv inhibition: -1%; PhoP GFP inhibition: 9%; influenza NS1A: 12%; VEEV TC-83 Vero: 1.4%

What do the screens show for `O=C(CN1C(=O)S/C(=C\c2cccs2)C1=O)Nc1ccc(O)cc1C(=O)O`?
tuberculosis growth: -6%; H37Rv inhibition: 3%; PhoP GFP inhibition: 8%; influenza NS1A: 10%; VEEV TC-83 Vero: 0.4%

Results for CC1=C(C(=O)OC(C)C)C(c2ccc3c(c2)OCO3)NC(=O)N1 (configuration not stated) ?
tuberculosis growth: 4%; H37Rv inhibition: 5%; PhoP GFP inhibition: 5%; influenza NS1A: -2%; VEEV TC-83 Vero: 1.9%

What do the screens show for `CCOc1ccc(-c2cc(CCCC(=O)N3CCN(c4ccc(OC)cc4)CC3)no2)cc1`?
tuberculosis growth: 25%; H37Rv inhibition: -1%; PhoP GFP inhibition: 7%; influenza NS1A: 0%; VEEV TC-83 Vero: 0.4%

What do the screens show for `Nc1nc(SCc2c(Cl)cccc2Cl)n[nH]1`?
tuberculosis growth: 21%; H37Rv inhibition: -1%; PhoP GFP inhibition: -12%; influenza NS1A: -7%; VEEV TC-83 Vero: 6.1%

What do the screens show for `Cc1ccc(-n2c(C)nc3c(cnn3-c3ccccc3Cl)c2=O)cc1C`?
tuberculosis growth: 20%; H37Rv inhibition: 0%; PhoP GFP inhibition: -9%; influenza NS1A: -5%; VEEV TC-83 Vero: 7.8%

What do the screens show for `Cc1ccc(NC(=O)N2CCN(C(=O)C3CCCO3)CC2)cc1` (configuration not stated)?
tuberculosis growth: -3%; H37Rv inhibition: -14%; PhoP GFP inhibition: 1%; influenza NS1A: -11%; VEEV TC-83 Vero: inactive

How did CCOC(=O)c1[nH]c(C)c(C(=O)OCC(=O)NC2CCS(=O)(=O)C2)c1C (configuration not stated) do in these assays?
tuberculosis growth: 3%; H37Rv inhibition: 4%; PhoP GFP inhibition: 4%; influenza NS1A: -8%; VEEV TC-83 Vero: inactive

How did COc1ccc(-c2csc(NC(=O)CS(=O)(=O)c3ccccc3)n2)cc1 do in these assays?
tuberculosis growth: 13%; H37Rv inhibition: 39%; PhoP GFP inhibition: 0%; influenza NS1A: -9%; VEEV TC-83 Vero: 8.9%

How did CCC(=O)c1ccc(OCc2ccc(C#N)cc2)cc1 do in these assays?
tuberculosis growth: 14%; H37Rv inhibition: -7%; PhoP GFP inhibition: -9%; influenza NS1A: 0%; VEEV TC-83 Vero: 0.3%

What do the screens show for `S=C(Nc1cccc2ccccc12)N1CCN(c2ncccn2)CC1`?
tuberculosis growth: 6%; H37Rv inhibition: -9%; PhoP GFP inhibition: -14%; influenza NS1A: 17%; VEEV TC-83 Vero: 2.0%

Results for COc1ccc(NC(=O)/C(=C\c2ccc(OC)c(OC)c2)NC(=O)c2ccco2)cc1 ?
tuberculosis growth: -4%; H37Rv inhibition: -2%; PhoP GFP inhibition: -8%; influenza NS1A: -12%; VEEV TC-83 Vero: 8.2%

Results for CN(C)CCNC(=O)c1cccn(Cc2cccc(C(F)(F)F)c2)c1=O ?
tuberculosis growth: 15%; H37Rv inhibition: inconclusive; PhoP GFP inhibition: 0%; VEEV TC-83 Vero: 0.5%

How did N#Cc1cc(Oc2cccc3cccnc23)c(-n2nnc3ccccc32)cc1C#N do in these assays?
tuberculosis growth: 30%; H37Rv inhibition: 8%; PhoP GFP inhibition: 1%; influenza NS1A: 19%; VEEV TC-83 Vero: 2.4%

Results for Cc1ccc(C)n1-c1ccc(C(=O)O)cc1 ?
tuberculosis growth: 7%; H37Rv inhibition: -9%; PhoP GFP inhibition: -5%

How did O=C(Nc1ccccc1)OC1CCS(=O)(=O)C1 (configuration not stated) do in these assays?
tuberculosis growth: -14%; H37Rv inhibition: -1%; PhoP GFP inhibition: 3%; influenza NS1A: -6%; VEEV TC-83 Vero: 0.4%

What do the screens show for `COc1ccc(CC(=O)OCC(=O)N2CCCC(C)C2)cc1` (configuration not stated)?
tuberculosis growth: 10%; H37Rv inhibition: 7%; PhoP GFP inhibition: -6%; influenza NS1A: 11%; VEEV TC-83 Vero: 2.0%

How did O=C(NC1CCCCC1)c1ccc2c(c1)S(=O)(=O)c1ccccc1C2=O do in these assays?
tuberculosis growth: -12%; H37Rv inhibition: 2%; PhoP GFP inhibition: -9%; influenza NS1A: -1%; VEEV TC-83 Vero: 1.4%

What do the screens show for `O=C(NC1CC1)c1cc2ccccc2o1`?
H37Rv inhibition: -6%; PhoP GFP inhibition: -10%; influenza NS1A: -10%; VEEV TC-83 Vero: 2.4%

Results for CCc1cc(C(=O)N2CCN(C(=O)c3ccco3)CC2)sc1C ?
tuberculosis growth: -10%; H37Rv inhibition: -11%; PhoP GFP inhibition: 3%; influenza NS1A: -6%; VEEV TC-83 Vero: 8.3%

What do the screens show for `Cc1cccc(CC(=O)NCCS(=O)(=O)N2CCN(c3cccc(Cl)c3)CC2)c1`?
tuberculosis growth: 5%; H37Rv inhibition: 11%; PhoP GFP inhibition: 5%; influenza NS1A: -6%; VEEV TC-83 Vero: 3.6%

Assay outcomes from PubChem BioAssay.
